Compound activity as filed in PubChem.
KAT2A inh: GCN5L2 (KAT2A) acetyltransferase inhibition; Q92830; 390,000 tested, 0.21% active; Potency, µM (highest dose often 58.9 µM), for inactives: at the top dose activity change, negative = inhibition, usual class: inhibitors; GCN5L2 HAT assay, ThioGlo1 CoA-SH fluorescence; AID 504327
Target sequence (Q92830 whole entry, looked up): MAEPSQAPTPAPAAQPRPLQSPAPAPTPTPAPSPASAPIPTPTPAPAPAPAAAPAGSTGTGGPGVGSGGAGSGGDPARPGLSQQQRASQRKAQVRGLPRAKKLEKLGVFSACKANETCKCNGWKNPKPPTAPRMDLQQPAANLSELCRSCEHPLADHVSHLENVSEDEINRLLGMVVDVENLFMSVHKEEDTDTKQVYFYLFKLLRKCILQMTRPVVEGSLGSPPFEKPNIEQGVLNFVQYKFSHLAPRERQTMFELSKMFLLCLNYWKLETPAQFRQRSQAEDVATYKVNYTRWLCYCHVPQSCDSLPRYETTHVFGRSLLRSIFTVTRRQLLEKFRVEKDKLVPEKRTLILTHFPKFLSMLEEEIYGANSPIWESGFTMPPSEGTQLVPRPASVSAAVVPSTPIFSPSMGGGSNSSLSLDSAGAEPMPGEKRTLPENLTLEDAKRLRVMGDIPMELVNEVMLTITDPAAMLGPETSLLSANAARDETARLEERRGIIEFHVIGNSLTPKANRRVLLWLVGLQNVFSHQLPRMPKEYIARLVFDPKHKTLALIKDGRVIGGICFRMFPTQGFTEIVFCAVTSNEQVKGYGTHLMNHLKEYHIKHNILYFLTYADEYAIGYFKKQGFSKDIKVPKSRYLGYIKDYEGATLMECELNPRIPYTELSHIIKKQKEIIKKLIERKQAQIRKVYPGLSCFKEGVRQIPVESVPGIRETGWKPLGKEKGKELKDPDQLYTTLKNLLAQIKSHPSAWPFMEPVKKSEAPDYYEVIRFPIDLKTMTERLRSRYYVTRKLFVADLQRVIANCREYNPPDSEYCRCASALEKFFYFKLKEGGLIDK
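ThioGlo1-coupled HAT assay: 20nM GCN5L2, 70uM acetyl-CoA, 75uM H3(1-25) peptide, pH 7.5. Fluorescence read at 340/540nm at start and after 20 min at room temperature.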
N370S GC: inhibits or activates N370S mutant glucocerebrosidase; P04062; N370S GC spleen homogenate, 4MU-glucoside fluorescence; Potency, µM (top dose mostly 59.4 µM), inactives show top-dose activity change, negative = inhibition, actives largely listed as inhibitors; 330,000 tested, 0.092% active; AID 2101;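 note: 0% = full enzyme activity and -100% = no enzyme basal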
FEN1 inhibitor: blocks human flap endonuclease 1; P39748; 390,000 tested, 0.35% active; Potency, µM (highest dose often 114 µM), for the others: top-dose activity change, negative = inhibition, hits mostly inhibitors; Recombinant FEN1 flap cleavage, fluorescence, 15 min; note: nearly all actives have a fitted effect of over 65% in size
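With each library titrated from low to high concentration, compounds met 10 nM FEN1 for 15 min at room temperature before 50 nM substrate was added; readings at 0 and 15 min fed four-parameter Hill curve fits.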
* hit, by the source's call; ? = inconclusive; . = not tested or not shown; & = joins results of further samples; [ ] = dose if it differs, or a comment. Calls come from the whole dose curve; as a rule, active = well fitted curve in the direction sought with a large enough effect; inconclusive = small, poorly fitted or top-dose-only effect, or another doubt; inactive = no such curve, though single readings can be large; an effect the other way counts as inactive or inconclusive. Unless noted, % is set by controls: 0 for no effect and ±100 for the full control effect; potency is the fitted concentration of half-maximal effect.

SMILES	KAT2A inh	N370S GC	FEN1 inhibitor
CC(C)N1C(=O)CCC1C(=O)NCCc1ccc(Cl)cc1 (centres undefined)	0%	8%	-4%
CN(Cc1ccccc1)c1ccc(-c2nc(-c3ccncc3)no2)cc1[N+](=O)[O-]	0%	.	-3%
COc1ccc(/C=C/C(=O)O)cc1S(=O)(=O)N1CCCCC1	-9%	3%	-1%
CCc1cccc(NC(=O)Cn2cc(C=O)c3ccccc32)c1	-1%	4%	0%
Cc1ccc(N2CCN(c3nc4ccc(C(=O)c5ccccc5)cc4n4cnnc34)CC2)c(C)c1	-10%	.	1%
COc1ccc(/C(N)=N/OC(=O)c2c(-c3ccccc3Cl)noc2C)cc1OC	1%	-3%	13%
CCOC(=O)c1c(CN2CCN(C)CC2)oc2ccc(O)cc12	0%	-22%	-6%
COc1ccc2c(c1)-c1nc(/N=C/c3c(O)ccc4ccccc34)sc1CC2	2%	-4%	?
CCOC(=O)c1sc2nc(COC(=O)c3c(F)cccc3F)[nH]c(=O)c2c1C	-6%	?	14%
COc1ccc(-c2cn[nH]c2C)cc1OC	-18%	17%	2%
COc1cc2[nH]c(=O)n(CCCC(=O)N3CCN(c4cccc(C(F)(F)F)c4)CC3)c(=O)c2cc1OC	-7%	.	-7%
CSc1nc(C)cc(SCC(=O)Nc2ccc(Cl)cc2Cl)n1	3%	0%	2%
Cn1c(CC(=O)Nc2ccccc2F)nnc1SCC(=O)Nc1nncs1	0%	-14%	0%
Cc1ccc(Cn2c(=O)n(Cc3ccc(Cl)cc3)c(=O)c3cccnc32)cc1	-7%	.	2%
CCn1ncc(/C=N\NC(=O)Cc2ccc([N+](=O)[O-])cc2)c1C	-4%	2%	0%
CCn1c(=N)n(CC(O)c2ccco2)c2ccccc21 (centres undefined)	2%	-5%	11%
COc1ccc(OC)c(NC(=O)c2cc3c(=O)oc4ccccc4c3s2)c1	-6%	.	7%
COc1cc(C2NC(=O)NC(c3ccccc3)=C2C(C)=O)cc(Cl)c1OCC(=O)O (centres undefined)	-2%	1%	6%
CC(=O)N1CCC(N(CCN2CCOCC2)C(=S)Nc2cc(C)ccc2C)CC1	3%	9%	0%
Cc1c(C)c2c(OCC(=O)N3CCC[C@H]3C(=O)O)cc3c(c2oc1=O)CCC(C)(C)O3	?	?	1%
CCOC(=O)COc1c(Cl)cc(C2NC(=S)NC(c3ccccc3)=C2C(C)=O)cc1OCC (centres undefined)	54%[activator]	14%	-1%
Cc1ccc(S(=O)(=O)NC(=NCC(=O)O)c2ccccc2)cc1	-2%	0%	-1%
O=C(NCc1cccs1)C1CCCN(S(=O)(=O)c2ccc(Br)s2)C1 (centres undefined)	.	-26%	11%
CCCc1nn(C)c2c(=O)[nH]c(-c3cc(S(=O)(=O)N(CCO)CCO)ccc3OCC)nc12	-4%	-4%	-12%
O=C(NCc1ccncc1)C1CCN(S(=O)(=O)Cc2ccccc2)CC1	-6%	2%	?
Cc1ccc2ncnc(NCCCN3CCOCC3)c2c1	?	0%	-1%
O=C(CSc1ncc(-c2ccccc2)[nH]1)Nc1cccc(O)c1	?	-6%	12%
O=c1ccc(-c2ccc(S(=O)(=O)Nc3ccccc3Cl)o2)n[nH]1	0%	3%	-5%
Cc1cc(NC(=O)C(C)Sc2nc(-c3cccs3)nc3ccccc23)no1 (centres undefined)	2%	0%	5%
Cc1ccccc1N(CC(=O)NCCSC1CCCCC1)S(=O)(=O)c1ccccc1	-8%	9%	0%
CC(=O)NN1C(=O)/C(=C\c2ccc(O)cc2)SC1=S	-2%	?	-2%
Cc1ccc(-n2nnnc2SCc2nc3sc(C)c(C)c3c(=O)[nH]2)cc1	-3%	-8%	-4%
O=C(Nc1cc(=O)[nH]c(=O)[nH]1)c1cccc(Br)c1	-1%	-2%	1%
O=C1/C(=C\c2ccc(O)cc2)SC(=S)N1Cc1ccccc1	-17%	2%	-13%
COc1ccc(CC(=O)N(C)CC(=O)Nc2cccc(F)c2)cc1S(=O)(=O)N1CCOCC1	2%	1%	1%
CN1CCc2nc(NC(=O)c3cccc(S(=O)(=O)N4CCc5ccccc54)c3)sc2C1	-1%	-4%	-7%
COC(=O)NNC(=O)/C=C/c1ccccc1	1%	-2%	2%
Cc1cccc(C(=O)Nc2ccc3c(c2)C(=O)N(CC(C)C)C3=O)c1	-5%	4%	18%
COc1ccc(CNC(=O)c2ccccc2[N+](=O)[O-])cc1	0%	0%	-21%
O=C(Cn1nc2c(cc1=O)CCCC2)Nc1ccc(F)cc1F	0%	.	-6%
CCOC(=O)c1c(C)n(C)c2ccc(OC)c(NC(=O)CCN3CCSCC3)c12	0%	2%	-9%
Cn1cc(S(=O)(=O)NCCc2ccccc2)c(=O)n(C)c1=O	-20%	6%	-3%
CCC(C)Sc1ccc([C@@H]2[C@H]3C(=O)N(CC)C(=O)[C@H]3[C@]3(C(=O)OC)CCCCN23)cc1 (some centres undefined)	-13%	-8%	?
COc1ccc(OC)c(S(=O)(=O)NCC(c2cccs2)N2CCc3ccccc3C2)c1 (centres undefined)	-26%	1%	1%
CC(C)c1cc(C(=O)NC2CCCc3c2cnn3-c2ccccc2F)no1 (centres undefined)	-6%	0%	-16%
O=C(Nc1ccn(Cc2c(F)c(F)cc(F)c2F)n1)c1ccc(COc2ccccc2Cl)cc1	-9%	7%	-2%
Cc1ccc(C(=O)N2CCN(Cc3ccc4c(c3)OCO4)CC2)c(Cl)c1	3%	-3%	13%
CCCC/C(O)=C/c1nc2ccccc2[nH]c1=O	-24%	17%	-1%
CCOc1ccccc1N(C)C(=O)c1cc2c(=O)n(CC)c3ccccc3c2s1	-12%	?	-7%
CC(NC(=O)c1cc2ccccc2o1)c1ccccc1 (centres undefined)	-2%&-4%	2%	-2%&-1%
CCCCN(C)CCNC(=O)c1cc2c(-c3ccccc3F)nn(C)c2s1	-24%	?	-19%
Cc1ccc(S(=O)(=O)NCCc2nnc3ccc(SCc4ccc(F)cc4)nn23)cc1	1%	.	1%
COc1ccc(C(=O)Nc2ccccc2C(=O)NC(C)C)cc1OC	19%	-1%	-8%
O=C(/C=C/c1ccc(Cl)c([N+](=O)[O-])c1)Nc1ccc(N2CCCC2)cc1	-1%	5%	-14%
CCc1ccc(/C=C\C(=O)N2CCc3ccccc3C2)cc1	-3%	8%	-5%
COc1cccc(NC(=O)CSc2nnc(Cc3cccs3)n2-c2ccc(C)cc2)c1	-14%	.	-9%
CC(=O)Nc1nonc1-c1nnc(SCc2cccc(Br)c2)n1C	0%	.	12%
COc1cccc(NC(=O)CCC2CCN(Cc3nccs3)CC2)c1	1%	-2%	10%
O=C(O)CNC(=O)c1ccc(NS(=O)(=O)c2ccc3ccccc3c2)cc1	-3%	0%	7%
COc1ccc2c(c1OC)C(=O)N(c1ccc(O)cc1)C2=O	3%	-2%	-8%

The list continues.
SMILES	KAT2A inh	N370S GC	FEN1 inhibitor
COc1cc(N)c(Cl)cc1Cl	-9%	-11%	4%
Fc1cccc(Cc2noc(CN3CCN(C4CCc5ccccc5C4)CC3)n2)c1 (centres undefined)	-15%	-3%	9%
COC(=O)c1cccc(C23CC4(C2)[C@H](CN(Cc2ccc(-c5ccccc5)cc2)[C@@H]4c2ccccc2)C3c2ccc(C(F)(F)F)cc2)c1 (some centres undefined)	23%	-15%&-10%	-14%
O=C(O)c1ccccc1SCC(=O)N1CCOCC1	2%	1%	-15%
CC1CCCC(C)N1CCNC(=O)CCc1nnc2n(Cc3ccccc3)c(=O)c3ccccc3n12 (centres undefined)	-11%	-3%	-6%
O=C(NCC(=O)N(c1ccccc1)C(C(=O)NC1CCCCC1)c1cccnc1)c1ccco1 (centres undefined)	-3%	-7%	4%
C/C(=N\NC(=O)c1cccs1)C(C)(C)C	1%	7%	3%
Cc1ccc2[nH]c3c(NCc4ccccc4)ncnc3c2c1	-6%	-16%	?
CCOc1cc(CNC(=O)c2ccc(NC(=O)c3nsc4ccccc34)cc2)ccc1OC	-6%	.	2%
COc1ccccc1N1CCN(c2ncc3c(n2)CCN(Cc2ccccc2C)C3)CC1	-1%	.	1%
O=c1oc2ccc(Cl)cc2cc1-c1nc(-c2cccs2)no1	-3%	.	4%
Cc1ccccc1-c1nc(CN(C)C(C)c2ccon2)c(C)o1 (centres undefined)	-1%	-13%	3%
O=C(CCNS(=O)(=O)c1ccccc1)N1CCCC1	2%	0%	-4%
CN(Cc1nc2ccccc2c(=O)[nH]1)C(=O)c1ccc(S(=O)(=O)N(C)C)cc1	0%	11%	-17%
Cc1[nH]c2ccccc2c1/C=N/NC(=O)c1cc(-c2ccncc2)nc2ccccc12	-23%	?	-26%
Cc1ccc(S(=O)(=O)NCC(=O)N(CC(=O)NCC2CCCO2)CC2CCCO2)cc1 (centres undefined)	-2%	10%	6%
CC(=O)c1ccc(-n2nnnc2SCC(=O)Nc2cccc(NC(=O)c3ccco3)c2)cc1	1%	4%	-12%
Cc1ccccc1S(=O)(=O)Cc1ccc(C(=O)NC2CCCCCC2)o1	-6%	3%	12%
CC1=NNC(=O)C1CCC(=O)N/N=C(\C)c1ccc(Cl)cc1 (centres undefined)	-2%	0%	13%
CN(CCCC(=O)N1CCN(c2ncccn2)CC1)S(=O)(=O)c1ccc(F)cc1	2%	.	23%
Cc1ccc(NC(=O)CN(C)S(=O)(=O)c2cccc3cccnc23)c(C)c1	-3%&3%	3%	2%&17%
Cc1nc2ncccn2c1-c1csc(Nc2ccc(S(N)(=O)=O)cc2)n1	-4%	-12%	-27%
O=[N+]([O-])c1ccccc1S(=O)(=O)NCCSc1ccccc1	-3%	-14%	-13%
Cc1[nH]c2ccccc2c1C(=O)C(=O)N1CCN(C)CC1	-11%	11%	6%
COc1ccc(-c2nnc3ccc(SCC(=O)Nc4nc5ccccc5s4)nn23)cc1OC	20%	11%	-17%
COc1ccc(Cl)cc1NC(=O)Cn1c(=O)n(Cc2ccco2)c(=O)c2cccnc21	-1%	.	21%
CN1C(=S)SC(N(O)C(=O)NC2CCCCC2)C1(C)C (centres undefined)	-6%	0%	-4%
CC(C)c1cc(C(=O)N2CCCC(N3CCN(c4ccccc4F)CC3)C2)nc(N)n1 (centres undefined)	-26%	1%	-8%
CN(C)S(=O)(=O)c1cccc(NC(=O)c2cc(-c3cccs3)nc3ccccc23)c1	-14%	-3%	-15%
COc1ccc(C2=C(C)C(=O)N(Cc3ccc(C(=O)Nc4ccc(C)c(C)c4)cc3)S2(=O)=O)cc1	-1%	.	-9%

Brought forward from above: 2 compounds, followed by the next part.
SMILES	KAT2A inh	N370S GC	FEN1 inhibitor
CN(C)S(=O)(=O)c1cccc(NC(=O)c2cc(-c3cccs3)nc3ccccc23)c1	-14%	-3%	-15%
COc1ccc(C2=C(C)C(=O)N(Cc3ccc(C(=O)Nc4ccc(C)c(C)c4)cc3)S2(=O)=O)cc1	-1%	.	-9%
COc1cccc(C(=O)c2c[nH]c(C(=O)NCCCN(C)C)c2)c1	-2%	12%	3%
CCc1cc2c(=O)c(-c3nc4ccccc4n3C)c(COCC(=O)O)oc2cc1OC(=O)C(C)(C)C	5%	3%	-9%
Cc1cc(NC(=O)CSc2nnc(Nc3ccccc3)s2)no1	-2%	9%	5%
CCOC(=O)N1CCC(=NNc2ccc(S(N)(=O)=O)cc2[N+](=O)[O-])CC1	-1%	7%	-2%
O=C(Cn1cc([N+](=O)[O-])cn1)NCc1ccco1	-7%	-3%	-2%
Cn1c(=O)c2sccc2n2c(CCC(=O)N3CCN(c4cccc(Cl)c4)CC3)nnc12	6%	.	-1%
NS(=O)(=O)c1ccc(N/N=C/c2ccccc2C(=O)O)c([N+](=O)[O-])c1	-23%	?	-2%
O=C(NCc1cccs1)c1ccc([N+](=O)[O-])cc1	-1%	-1%	-3%
CC(=O)c1nc(-c2ccccc2)sc1C	-10%	-1%	16%
COc1ccccc1/C=C/c1nc(C#N)c(N2CCN(C)CC2)o1	-6%	.	-29%
COCC(=O)N1CCC[C@@]2(CCN(C(=O)Nc3cccc(C#N)c3)C2)C1	-12%	-14%	.
O=C(CSc1nc2[nH]c(=O)cc(O)c2s1)Nc1ccc(Br)cc1	-12%	.	-32%
CCOC(=O)c1[nH]cnc1C(=O)Nc1ccccc1	-3%	0%	0%
COc1ccc(NC(=S)N2CCN(CCN3C(=O)c4cccc5cccc(c45)C3=O)CC2)cc1	-8%	-4%	-5%
COc1ccc(C(=O)Nc2ccc(S(=O)(=O)N(Cc3ccccc3)c3ccccc3)cc2)cc1	-18%	.	-10%
CC(CNC(=O)c1ccc(Cn2c(=O)c3cccn3c3cccnc32)cc1)c1ccccc1 (centres undefined)	1%	.	-13%
COCCCNC(=S)NCCc1ccc(F)cc1	-4%	1%	1%
